Bioassay records (PubChem BioAssay)
HepG2 tox = kills HepG2 cells in TGF-b inhibitor counter-screen | HepG2 CAGA-GFP viability, ATP luminescence, 18 h | Potency, µM (series often up to 46.1 µM), inactives show top-dose activity change, negative = cytotoxicity, actives largely listed as cytotoxic | 410,000 tested, 0.76% active; further: some results filed as inactive show a strong effect at the top dose
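CellTiter-Glo luminescence gave cytotoxicity after 18 hours at 37 degrees C. The cells were HepG2 CAGA-GFP in 1% FBS DMEM, stimulated with 500 pg/mL TGF-beta after compound addition. %Activity was normalised to no-cell wells (complete cell-killing) and DMSO (no toxicity), and curves were fitted and classified.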
MCF10A rerep = DNA re-replication induction in MCF 10a cells | Potency, µM (highest dose often 46.1 µM), for inactives: at the highest dose activity, positive = re-replication, most hits filed as activators | MCF 10A DNA re-replication, Hoechst nuclear intensity, 48 h | 350,000 tested, 2.9% active; further: % of control where 0% means no effect; nearly all actives have a fitted effect of over 50% in size
TGFb inhibitor = blocks TGF-b signaling; HepG2 CAGA-GFP TGF-b/SMAD3 reporter, GFP fluorescence, 18 h; TGF-beta stimulated, 500 pg/mL final; Potency, µM (highest dose often 46.1 µM), for the others: top-dose activity, negative = inhibition, hits mostly inhibitors; 410,000 tested, 1.2% active; AID 588855; further: on the % scale 0 is the no-effect control and ±100 the full control effect; nearly all actives have a fitted effect of over 65% in size
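Using HEPG2 CAGA-GFP reporter cells at 1000 cells/well, we pinned test compounds, stimulated with recombinant TGF-beta (500 pg/mL final) and measured total well GFP after 18 h.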
ATXN2 expr inh = inhibitors of ATXN2 expression. AID 1745845. HEK-293 ATXN2-luciferase reporter, luminescence, 24 h. 360,000 tested, 0.72% active. Potency, µM (titrated, usually from 57 µM), for inactives: at the highest dose activity change, negative = inhibition, most hits filed as inhibitors; further: on the % scale 0 is the no-effect control and ±100 the full control effect; nearly all actives have a fitted effect of over 55% in size
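ATXN2-luciferase reporter cells (luciferase flanked by upstream and downstream ATXN2 gene portions) were treated 24 h at 37 °C with compounds at up to 57 uM. SteadyGlo luminescence gave expression; GF-AFC fluorescence gave viability.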
Nrf2 inh = inhibitors of Nrf2 signaling; A549 ARE-Fluc reporter, luciferase luminescence, 18-24 h; Potency, µM (doses to about 46 µM), for inactives: at the top dose activity change, negative = inhibition, most hits filed as inhibitors; 360,000 tested, 2.1% active; AID 504444; further: on the % scale 0 is the no-effect control and ±100 the full control effect; nearly all actives have a fitted effect of over 60% in size
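Two sequential reads on A549 ARE_Fluc cells exposed to compound for 18-24 h: a CellTiter-Fluor fluorescence read for viability, then a luciferase luminescence read for Nrf2/ARE activity.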
ATXN viability = cell viability loss in ATXN counter-screen; S2 cells (HEK-293 line with an ATXN2-luciferase reporter) viability, CellTiter-Fluor protease fluorescence, 24 h; Potency, µM (doses to about 56.7 µM), most hits filed as cytotoxic; 400,000 tested, 0.49% active; further: nearly all actives have a fitted effect of over 40% in size
EPAC2 antag = EPAC2 (human) antagonism; Q8WZA2; EPAC2 GEF exchange of Rap1B-BODIPY-GDP, fluorescence; Potency, µM (highest dose often 114 µM), inactives show at the highest dose activity, negative = inhibition, most hits filed as inhibitors; 360,000 tested, 0.18% active; further: on the % scale 0 is the no-effect control and ±100 the full control effect; nearly all actives have a fitted effect of over 45% in size; many of its hits are not listed in these tables
Target sequence (Q8WZA2 whole entry, looked up): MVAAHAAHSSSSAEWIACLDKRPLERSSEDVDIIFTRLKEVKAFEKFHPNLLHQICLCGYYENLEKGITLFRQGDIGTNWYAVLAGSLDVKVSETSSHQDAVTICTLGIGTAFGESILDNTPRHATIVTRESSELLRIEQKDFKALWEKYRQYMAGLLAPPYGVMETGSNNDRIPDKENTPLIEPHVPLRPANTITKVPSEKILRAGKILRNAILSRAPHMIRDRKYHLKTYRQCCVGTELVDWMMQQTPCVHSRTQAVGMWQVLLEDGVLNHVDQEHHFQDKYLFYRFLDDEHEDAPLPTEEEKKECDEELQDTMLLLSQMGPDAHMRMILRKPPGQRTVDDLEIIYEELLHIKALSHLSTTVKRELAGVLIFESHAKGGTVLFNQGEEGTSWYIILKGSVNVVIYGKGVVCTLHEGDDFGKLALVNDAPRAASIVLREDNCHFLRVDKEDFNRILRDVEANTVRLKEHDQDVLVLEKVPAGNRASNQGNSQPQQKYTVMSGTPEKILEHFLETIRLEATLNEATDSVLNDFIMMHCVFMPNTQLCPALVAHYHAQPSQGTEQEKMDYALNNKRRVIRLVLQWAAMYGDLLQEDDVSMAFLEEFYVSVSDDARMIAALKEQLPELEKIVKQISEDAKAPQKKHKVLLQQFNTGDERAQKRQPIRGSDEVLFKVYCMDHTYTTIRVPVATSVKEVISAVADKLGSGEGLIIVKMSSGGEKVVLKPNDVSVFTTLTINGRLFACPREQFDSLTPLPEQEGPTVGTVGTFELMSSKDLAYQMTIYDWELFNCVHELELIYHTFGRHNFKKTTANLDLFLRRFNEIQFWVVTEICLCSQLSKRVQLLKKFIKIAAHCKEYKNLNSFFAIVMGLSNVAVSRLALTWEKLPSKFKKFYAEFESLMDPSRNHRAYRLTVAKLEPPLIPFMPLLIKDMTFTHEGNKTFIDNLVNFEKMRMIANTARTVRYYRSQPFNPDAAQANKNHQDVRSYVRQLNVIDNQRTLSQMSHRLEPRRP
Nrf2 ARE act = activators of Nrf2 (ARE) signaling. AREc32 ARE-luciferase reporter (MCF7-derived line), luminescence, 24 h. Potency, µM (doses to about 46.1 µM), inactives show top-dose activation, hits mostly activators. 410,000 tested, 0.31% active; further: % of control where 0% means no effect; nearly all actives have a fitted effect of over 65% in size
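ARE-driven firefly luciferase activity in AREc32 cells measured after a 24 hr compound exposure at 37 deg C, using Steady-Glo reagent and a 30 min room-temperature hold.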
A549 tox = A549 cytotoxicity, counter-screen for Nrf2 inhibitors; A549 ARE-Fluc cells, CellTiter-Fluor viability, 18-24 h; Potency, µM (top dose mostly 46 µM), without a hit: at the top dose activity change, negative = cytotoxicity, hits mostly inhibitors; 390,000 tested, 0.16% active; AID 504648; further: on the % scale 0 is the no-effect control and ±100 the full control effect
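Cytotoxicity counterscreen: CellTiter-Fluor fluorescence was measured in A549 ARE_Fluc cells after 18-24 h of compound exposure in a concentration series. The subsequent BugLite luminescent read reports ARE-luciferase activity.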
The depositor's hits bear a star; i = inactive; ? = inconclusive; · = no result given; & = joins results of further samples; [ ] = another dose, or the depositor's remark. The call rests on the fitted dose curve; in most records, active means well fitted curve in the direction sought with a large enough effect; inconclusive means small, poorly fitted or top-dose-only effect, or another doubt; inactive means no such curve, though single readings can be large; an effect the other way counts as inactive or inconclusive. Potency means the concentration at half of the fitted maximal effect. A portion of the library, so the mix of outcomes need not match the whole.

SMILES	HepG2 tox	MCF10A rerep	TGFb inhibitor	ATXN2 expr inh	Nrf2 inh	ATXN viability	EPAC2 antag	Nrf2 ARE act	A549 tox
Nc1nnc(SCC(=O)Nc2ccccc2C(F)(F)F)s1	-53%	·	-20%	2%	8%	i	·	0.2%	0%
O=C(COc1ccc(Cl)cc1)NNC(=O)CSc1nncs1	-10%	-1%	-2%	12%	1%	·	-3%	-0.7%	1%
Cc1cc(N/N=C/c2ccc(Cl)cc2)nc(NCc2ccccc2)n1	-60%	?	?	0%	?	?	5%	3.5%	0%
COC(=O)c1sc2ccccc2c1NC(=O)c1ccc(S(=O)(=O)N2CCCC(C)C2)cc1 (configuration not stated)	-9%	8%	-12%	-14%	6%	·	5%	-0.8%	4%
O=C(Nc1ccccc1)N1CCCC(c2nc(-c3ccc(F)cc3)no2)C1 (configuration not stated)	-21%	1%	-13%	4%	?	?	-3%	0.2%	-7%
COc1ccc(-c2nc(S(=O)(=O)c3ccccc3)c(N3CCN(C)CC3)o2)cc1	-5%	·	-18%	·	·	i	-13%	3.6%	·
COc1ccc(/C=C(\NC(=O)c2ccc(C)cc2)C(=O)NCCCn2ccnc2)cc1	-2%	-28%	0%	13%	16%	?	0%	0.1%	-3%
COc1cccc(C2C(C(N)=O)=C(C)Nc3nc(-c4cccc(Cl)c4)nn32)c1 (configuration not stated)	-27%	21%	-6%	23%	?	i	-3%	12%	-1%
Cc1ccc(-c2cnc(C(O)c3ccc(Cl)c(F)c3)[nH]2)cc1 (configuration not stated)	-2%	·	-2%	12%	·	i	4%	0.3%	·
Cc1ccc(NC(C)c2cc(Cl)ccc2O)cc1 (configuration not stated)	11µM*	?	0%	-3%	-6%	i	-6%	2.9%	-4%
COc1ccc2nc(/C=N/NC(=O)CCCCCNC(=O)OC(C)(C)C)ccc2c1	5%	2%	0%	35%	?	i	1%	3.3%	-4%
COc1ccc(CNC(=O)c2c([S-])n(-c3ccc(C)cc3)c3cccc[n+]23)cc1	4%	4%	7%	-24%	?	i	-20%	-0.2%	0%
CC1COC(c2cccn2Cc2ccccc2Cl)=N1 (configuration not stated)	-14%	-1%	5%	-3%	10%	i	-9%	-1.4%	-7%
COCCCn1c(C2CCCCC2)nc2oc3cc(OC)ccc3c(=O)c2c1=O	-1%	12%	1%	-1%	-20%	?	1%	0.1%	-3%
CCCCc1nc2cc(C(=O)N3CCC[C@H]3CO)ccc2o1	3%	-1%	3%	·	0%	i	-2%	5.4%	-5%
CCO[C@@H]1OC(C(=O)N2CCCCCCC2)=C[C@H](c2cn(C(C)=O)c3ccccc23)[C@H]1CCCO	-13%	?	-24%	-10%	3%	?	-9%	9.4%	3%
Cn1cnnc1SCC(=O)Nc1cc(C(F)(F)F)ccc1N1CCOCC1	5%	1%	-35%	2%	3%	i	-1%	-1.4%	0%
O=C(NCc1cccs1)C(=O)NCC1OCCCN1S(=O)(=O)c1ccccc1 (configuration not stated)	-19%	12%	5%	-2%	-4%	i	-2%	2.0%	13%
Cn1cc(C(=O)N2CCN(c3cccc(Cl)c3)CC2)c(=O)c2cc(S(=O)(=O)N3CCOCC3)ccc21	8%	0%	10%	10%	3%	i	-18%	-0.3%	3%
O=C(C1=C(O)C(=O)N(CCN2CCOCC2)C1c1ccc(F)cc1)c1cc2ccccc2o1 (configuration not stated)	-2%	2%	-2%	·	-1%	i	-5%	-0.3%	0%
Cc1ccc(C)c(NC(=O)CSc2ncc3c(n2)-c2cc(Cl)ccc2N(Cc2ccccc2F)S3(=O)=O)c1	-17%	·	-16%	-3%	-12%	i	·	-0.2%	6%
COc1ccc(OCC(=O)OC2CCN(C)CC2)cc1	9%	16%	14%	4%	-3%	i	7%	0.2%	2%
O=C(O)CSc1nc2c(c(C(F)(F)F)n1)CCc1ccccc1-2	-4%	6%	-15%	-16%	-20%	i	5%	0.2%	-1%
O=C(Nc1cccc(C(F)(F)F)c1)C1CCN(S(=O)(=O)c2ccc(N3CCCC3=O)cc2)CC1	-15%	17%	?	?	13µM*	i	-3%	-0.3%	?
Cc1ccc(C(C)NC(=O)c2ccco2)cc1C (configuration not stated)	-1%	-4%	-21%	-1%	-6%	i	15%	0.4%	-4%
CC1=NN(C(N)=S)C(=O)C1N=Nc1cccc(C(=O)O)c1 (configuration not stated)	-14%	2%	2%	-30%	3%	i	0%	-0.7%	?
CCOC(=O)CN(Cc1ccccc1)C(C(=O)NC1CCCCC1)c1ccccc1 (configuration not stated)	-9%	·	?	?	4.6µM*	?	·	-0.6%	12µM*
C/C(=N\NC(N)=S)c1ccccc1	-4%	9%	-29%	-16%	3%	i	8%	1.1%	-8%
CCc1nnc(SCc2ccc(C(=O)OC)o2)n1N	-23%	-2%	5%	8%	0%	i	-15%	2.4%	4%
Cc1cccc(NS(=O)(=O)c2cccc(C(=O)N3CCCCCC3)c2)c1	-30%	5%	-19%	-13%	-13%	i	-6%	0.2%	-5%
CCOC(=O)c1c(C)n(-c2ccccc2)c2ccc(OC(=O)COc3ccc(Cl)cc3)cc12	6%	·	0%	4%	5%	i	·	0.3%	1%
CCCCCCSc1cccc(-c2nc3ccc(Cl)cn3c2NCc2ccccc2)c1	-11%	21µM*	13%	7%&23%	?	i	11%&8%	3.4%&5.5%	1%
Cc1nc2ccc(NC(=O)c3cccc(C(F)(F)F)c3)cc2o1	-3%	1%	0%	6%	-24%	i	-1%	0.5%	-8%
Cc1ccc2nc(-c3cccc(Br)c3)c(CC3CCCCC3)n2c1	-49%	·	?	13%	·	?	6%	?	·
CC(C)C(=O)NC(c1ccccc1Cl)c1c(O)ccc2ccccc12 (configuration not stated)	-19%	-2%	-15%	-10%	-28%	i	-6%	2.0%	6%
CCOc1cc(C(=O)N(C)CC(=O)Nc2cccc3ccccc23)ccc1OC	4%	0%	3%	2%	-20%	i	3%	1.3%	5%
COc1ccc(NS(=O)(=O)c2cccc(C(=O)NNC(=O)c3ccc(Br)o3)c2)cc1	-8%	3%	?	-8%	4%	?	7%	0.6%	-9%
COc1ccc(-c2cc(=O)c3cc(F)ccc3[nH]2)cc1	5%	?	12%	23%	6%	i	2%	-0.2%	-4%
CC(=O)Nc1cccc(-c2ccnc3c2CC(C)(C(=O)Nc2ccc4c(c2)OCO4)O3)c1 (configuration not stated)	-15%	·	-19%	-17%	·	?	-13%	4.0%	·
Cc1ccc(Cn2ccc(NC(=O)c3noc4c3CCCC4)n2)cc1	0%	-9%	-1%	46%[activator]	·	i	-10%	0.6%	-1%

In a second layout: 6 of the compounds above
| Compound | HepG2 tox | MCF10A rerep | TGFb inhibitor | ATXN2 expr inh | Nrf2 inh | ATXN viability | EPAC2 antag | Nrf2 ARE act | A549 tox |
| --- | --- | --- | --- | --- | --- | --- | --- | --- | --- |
| Cc1cc(N/N=C/c2ccc(Cl)cc2)nc(NCc2ccccc2)n1 | -60% | ? | ? | 0% | ? | ? | 5% | 3.5% | 0% |
| COC(=O)c1sc2ccccc2c1NC(=O)c1ccc(S(=O)(=O)N2CCCC(C)C2)cc1 (configuration not stated) | -9% | 8% | -12% | -14% | 6% | · | 5% | -0.8% | 4% |
| O=C(Nc1ccccc1)N1CCCC(c2nc(-c3ccc(F)cc3)no2)C1 (configuration not stated) | -21% | 1% | -13% | 4% | ? | ? | -3% | 0.2% | -7% |
| COc1ccc(-c2nc(S(=O)(=O)c3ccccc3)c(N3CCN(C)CC3)o2)cc1 | -5% | · | -18% | · | · | i | -13% | 3.6% | · |
| COc1ccc(/C=C(\NC(=O)c2ccc(C)cc2)C(=O)NCCCn2ccnc2)cc1 | -2% | -28% | 0% | 13% | 16% | ? | 0% | 0.1% | -3% |
| COc1cccc(C2C(C(N)=O)=C(C)Nc3nc(-c4cccc(Cl)c4)nn32)c1 (configuration not stated) | -27% | 21% | -6% | 23% | ? | i | -3% | 12% | -1% |

More results follow:
SMILES	HepG2 tox	MCF10A rerep	TGFb inhibitor	ATXN2 expr inh	Nrf2 inh	ATXN viability	EPAC2 antag	Nrf2 ARE act	A549 tox
O=C(Nc1ccc(NC(=O)C2CCCCC2)cn1)c1ccco1	-22%	0%	15%	?	?	i	1%	0.4%	?
COc1cc(NC(=O)COC(=O)/C=C/c2ccc(OC)c(OC)c2)cc(OC)c1	4%	3%	-5%	-9%	-19%	i	-10%	2.6%	-2%
NS(=O)(=O)c1ccc(CCNC(=O)C2CCN(S(=O)(=O)c3c(Cl)cccc3Cl)CC2)cc1	17%	-2%	0%	-13%	-11%	i	8%	-0.6%	-4%
NC(=O)c1nsc(C(=O)N(CCc2ccccc2)C(C(=O)NC2CCCC2)c2ccco2)c1N (configuration not stated)	-6%	3%	-8%	2%	-3%	i	1%	-0.6%	-4%
CCOC(=O)/C(C#N)=C/c1c[nH]c2ccccc12	-30%	28%	?	36%	26%	i	-16%	19%	14%
CC(=O)N1CCCc2cc(S(=O)(=O)N3CCC(C(=O)NC4CCC(C)CC4)CC3)ccc21 (configuration not stated)	-19%	·	7%	11%	·	i	·	9.8%	12%
COc1ccc(N2C(=O)C3CCCN3C2c2ccc(C)cc2)cc1 (configuration not stated)	4%	1%	6%	6%	16%	i	-1%	-0.2%	6%
O=C(CC1C(=O)NCCN1Cc1c(F)cccc1Cl)NCCCn1cccn1 (configuration not stated)	2%	-2%	13%	5%	2%	i	-2%	-0.7%	-4%
CS(=O)(=O)Cc1ccc(C(=O)Nc2cccc(-c3nc4ccccc4[nH]3)c2)cc1	11%	?	-2%	13%	2%	i	15%	6.0%	1%
CC(C)(C)n1nc2c(c1NC(=O)Cc1ccc(F)cc1)CSC2	-4%	3%	-11%	0%	2%	?	-3%	0.8%	-4%
C=CCNC(=O)CCCc1ccccc1	-2%	-2%	-1%	13%	21%	i	-3%	0.0%	·
CN1/C(=C\C=C(C#N)C#N)C(C)(C)c2ccccc21	3%	-8%	0%	·	-17%	i	·	2.3%	10%
Clc1ccc(C2=NNC(=NCc3ccccc3)SC2)cc1	-27%	0%	-15%	·	5%	i	1%	7.4%	4%
CC1CCCC(C)N1/N=C/c1cc(Br)cc(Br)c1O (configuration not stated)	-11%	0%	-18%	5%	11%	i	2%	2.0%[9.22 µM]	3%
COc1ccc(-n2c3c(c(=O)[nH]c2=O)C(NS(=O)(=O)c2ccc(Cl)cc2)(C(F)(F)F)C(=O)N3)cc1 (configuration not stated)	24%	-7%	4%	5%	-13%	i	22%	0.0%	11%
